Assay outcomes: PubChem BioAssay, NCI
NCI-60 one-dose screen, 48 h, at 10 µM unless noted. Numbers give growth in % (100 = growth as untreated, 0 = no growth, -100 = all killed).
SF-268 – SF-268 CNS cancer cells | actives 3.1% (n = 82,000) | AID 1794759
HCC-2998 – HCC-2998 colon cancer; actives 4.7% (n = 79,000)
SNB-19 – SNB-19 CNS cancer cells; actives 2.5% (n = 81,000)
U251 – U251 CNS tumor cells; AID 1794753; actives 5.4% (n = 80,000)
SF-539 – SF-539 CNS cancer. actives 6.8% (n = 81,000). AID 1794752
KM12 – KM12 colon cancer cells. actives 5% (n = 82,000). AID 1794800
SF-295 – SF-295 CNS cancer cells; actives 5.6% (n = 79,000)
HCT-116 – HCT-116 colon cancer | AID 1794798 | actives 7.3% (n = 82,000)
SNB-75 – SNB-75 CNS cancer | actives 5% (n = 79,000)
* marks the source's active call; other numbers are inactive results; / = no result given; & = joins results of further samples; [ ] = another dose, or the depositor's remark. How the source made its calls: active means growth percent below 10; inactive means the rest.

SMILES	SF-268	HCC-2998	SNB-19	U251	SF-539	KM12	SF-295	HCT-116	SNB-75
COc1cc(C2=NOC(c3cc(OC)c(OC)c(OC)c3)C2)ccc1OCCCCOc1cc2c(cc1OC)C(=O)N1CCC[C@H]1C=N2 (some centres undefined)	-30*	-57*	-9.5*	-9.5*	-90*	-24*	13	2.6*	-88*
Brc1ccc(Nc2nc3ccccc3nc2Nc2ccc(Br)cc2)cc1	3.1*	-57*	17	-59*	-8.6*	-55*	-76*	-86*	-7.5*
COc1cc2c(Nc3ccc(S(N)(=O)=O)cc3)cccc2c(OC)c1OC	97	94	91	94	80	102	99	101	83
COc1cc(C2=NNC(c3ccc(Oc4ccc(Br)cc4)cc3)C2)cc(OC)c1OC (centres undefined)	76	99	54	49	77	89	80	69	80
COc1ccc(C(c2c(O)c3cc(C)ccc3[nH]c2=O)c2c(O)c3cc(C)ccc3[nH]c2=O)cc1	98	107	91	96	104	95	92	86	89
CCN(CC)c1ccc(CCc2ccc(N(CC)CC)cc2N)c(N)c1	104	105	93	99	98	100	108	93	87
Cc1cc2c(n1C)CSc1cc(S(=O)(=O)c3ccccc3)c(=O)[nH]c1-2	72[100 µM]	95[100 µM]	106[100 µM]	79[100 µM]	72[100 µM]	86[100 µM]	52[100 µM]	73[100 µM]	82[100 µM]
COc1ccc2nc(Cl)c(-c3nnc(-c4ccccc4)o3)nc2c1	105	113	102	107	105	104	115	107	95
CCOC(=O)/C=C(/C)NC(N)=O	104	116	109	98	101	100	97	105	96
CC1=NN(C(=O)Cn2c(C)nc3ccccc3c2=O)C(=O)C1	100	112	102	104	90	/	97	95	85
N#CCc1nn2c(CCC(=O)c3nc4ccccc4[nH]3)nnc2s1	95	123	103	106	93	102	104	101	92
Cn1c(SCC(=O)c2ccc(Br)cc2)nc2ccccc2c1=O	98	108	100	103	97	99	98	86	94
Cc1[nH]c(=O)n(C(C)C)c(=O)c1Br	109	101	105	102	106	105	115	114	96
CCOC(=O)c1c(Cl)c(Cl)c(Cl)c(Cl)c1C(=O)OCC	94	101	107	108	84	97	102	102	66
Cc1nc(N)sc1Sc1nc2ccc(Cl)cc2c(=O)n1Cc1ccccc1	87	111	106	98	100	90	93	97	/
O=C(C[n+]1ccncc1)c1ccc2ccccc2c1	90	98	100	55	82	55	82	29	87
COc1ccc2nc3cc(Cl)ccc3c(Nc3ccc(O)cc3)c2c1	73	62	82	70	81	63	85	53	90
N#Cc1c(-c2ccccc2)nc(SCC(=O)NNc2ncnc3ccccc23)[nH]c1=O	103	111	104	111	95	107	103	107	107
COc1cc(/C=C/C(=O)/C=C(O)/C=C/c2ccc(OC(=O)C34CC5CC(CC(C5)C3)C4)c(OC)c2)ccc1O	80	119	86	57	81	89	103	37	92
O=C(NCc1ccc(Cl)cc1Cl)C1CCC(=O)N1C(=O)Nc1ccc(-c2ccccc2)cc1 (centres undefined)	98	101	103	99	99	95	87	74	94
COc1ccc2[nH]cc(-c3nc(-c4cn(C)c5ccncc45)cs3)c2c1	87	-39*	15	-72*	-71*	-32*	76	-84*	110
COc1ccc(C(=S)c2ccc(OC)cc2)cc1	94	101	95	98	96	97	103	117	93
O=C(O)CC1CCC1CC(=O)O (centres undefined)	95	/	102	95	118	101	104	107	89
O=C1Nc2cc(Cl)ccc2/C1=C\c1ccc(OCc2ccc([N+](=O)[O-])cc2)cc1	86	83	91	82	81	65	68	68	57
COc1cc2c(=O)n(CCN)c3c4cc5c(cc4ccc3c2cc1OC)OCO5	-60*	45	-67*	-74*	-76*	-64*	25	-71*	44
C#COC(CC)CCCCC (centres undefined)	103	98	99	122	96	102	121	100	90
NC(=S)CCNC(=O)c1ccccc1	106	100	107	106	99	94	97	110	100
CN(C)c1ccc(-c2c(C#N)c(N)nn2-c2ncc(C#N)c(N)n2)cc1	65	99	103	105	107	75	95	105	87
CSc1ccc(NC(=O)c2ccc3nn(/C(C#N)=C/c4ccccn4)nc3c2)cc1	-40*	-100*	-76*	-80*	-95*	-68*	-96*	-74*	35
O=C(Nc1ccc(F)cc1)OCCOc1ccc(Br)cc1	99	96	95	99	109	106	99	98	83
FC(F)(F)c1cccc(Oc2ccc(Nc3ncnc4ccc(OCCCN5CCOCC5)cc34)cc2Cl)c1	56	29	61	40	61	17	26	28	75
Cn1cc(-c2cc3nc(-c4c[nH]c5ccc(Br)cc45)cc(N)n3n2)c2ccccc21	-33*	-82*	-68*	-90*	-90*	-83*	-82*	-91*	-64*
Cc1ccc2c(CSc3nc(-c4ccc(F)cc4)c(C#N)c(=O)[nH]3)cc(=O)oc2c1	107	102	99	101	93	110	99	104	99
N#C/C(=C/N1C(=O)/C(=C/c2ccc([N+](=O)[O-])cc2)SC1=S)c1nc2ccccc2s1	95	93	86	69	92	90	87	86	84
Cc1ccc2oc(=O)cc(-c3c4nc(c(-c5cc(=O)oc6ccc(C)cc56)c5ccc([nH]5)c(-c5cc(=O)oc6ccc(C)cc56)c5nc(c(-c6cc(=O)oc7ccc(C)cc67)c6ccc3[nH]6)C=C5)C=C4)c2c1	99	101	110	95	101	101	94	120	104
O=C(Nc1ccc(-n2ccc3c(NC(=O)c4ccccc4)ncnc32)cc1)c1ccc(Cl)c(C(F)(F)F)c1	19	48	25	-63*	32	11	12	-32*	67
CCC1(C)COC(c2ccc3c(c2)OCO3)OC1 (centres undefined)	94	/	105	107	99	107	105	109	89
CCC1S/C(=N\N=C(\C)c2cc3cc(Cl)ccc3o2)N(c2ccccc2)C1=O (centres undefined)	108	83	101	99	122	92	103	84	110
CC(=O)NC1C(Nc2ccc(S(=O)(=O)Nc3ncccn3)cc2)OC(CO)C(O)C1O (centres undefined)	94	93	103	106	107	103	97	105	92
CCCCC[n+]1ccc(SCC(=O)N(C)c2ccccc2Br)c2ccccc21	110	112	99	97	99	103	97	103	106
Clc1ccc(/C=C(/C2=NCCN2)n2cnc3ccccc32)cc1	97	101	97	102	99	100	102	101	90
O=C(Nc1ccccc1)c1c(-c2ccccc2)[n+](=O)c2ccc(Cl)cc2n1[O-]	93	89	77	68	84	75	55	64	63
CCCCCCCCCCC/C=C\C[C@H](O)C/C=C1/C(=O)C=C[C@@H]1C/C=C\CCCC(=O)OC	7.2*	-46*	18	-69*	-46*	-48*	-16*	-32*	-4.5*
c1cn2ccnc2c(-c2ccc3ncn(C4CCCCC4)c3c2)n1	96	101	105	100	99	98	100	89	91
O=C(Cn1nncc1CN1C(=O)CSC1=O)Nc1ccc(F)c(Cl)c1	96	100	100	101	100	106	103	102	81
Oc1ccc(N=Nc2ccccn2)c(O)c1	21	30	31	24	13	27	20	19	55
CCn1c(N/N=C\c2ccc(OC)cc2)nc2c1c(=O)n(C)c(=O)n2C	108	105	103	103	99	100	96	100	94
COc1cc2c(cc1OC)C(c1ccc3c(c1)Cc1ccccc1-3)OC(=O)C2 (centres undefined)	96	103	86	/	98	91	99	100	91
Cc1ccc(-c2nc(SCC(=O)c3ccc(Br)cc3)[nH]c(=O)c2C#N)o1	97	107	106	100	94	97	97	97	93
Nc1c2c(nc3ccccc13)CCCC2	97&106	111&104	111&103	104&96	103&119	114&103	113&96	88&95	95&99
CCCC(CO)(CO)CO	116	106	102	89	110	106	99	103	92
Cc1cccc(NC(=O)/C(=C/N2C(=O)SCC2=S)N2CCOCC2)c1C	97	99	95	100	95	101	96	91	84
C[C@]12CCC(=O)C=C1CC[C@@H]1[C@@H]2CC[C@@]2(C)[C@H]1C[C@H](F)[C@@]21OCOC12COCO2 (some centres undefined)	77	94	100	95	94	89	99	19	76
O=C(CSc1nc2ccccc2c(=O)n1-c1ccccc1)Nc1ccc(C(=O)/C=C/c2ccc([N+](=O)[O-])cc2)cc1	102	109	93	97	97	99	111	99	84
COc1ccc(/C=C/C(=O)c2ccc(NC(=O)CSc3nc4[nH]c(=O)n(C)c(=O)c4[nH]3)cc2)cc1OC	95	99	75	68	100	104	103	92	94
COc1ccc(C(=O)/C=C/c2ccc3c(c2)OCO3)cc1S(=O)(=O)Nc1cccnc1	88	109	86	74	92	48	98	70	66
CCCCN(CC)CC(CC)Nc1cc(OC)cc2cccnc12 (centres undefined)	104	/	110	101	102	107	109	105	100
CN(C)CCCOC(=O)c1cc2ccccc2s1	108	105	104	/	101	108	99	92	91
O=C(O)c1ccc(-n2cc(CNc3ccc(Cl)cc3)c(-c3ccccc3)n2)cc1	100	113	95	93	83	88	81	86	78
Fc1ccc(Cn2cc(CSc3nc4ccccc4s3)nn2)c(F)c1	95	103	94	95	105	100	88	101	101

Looked up above.
SNB-75 with `COc1ccc(/C=C/C(=O)c2ccc(NC(=O)CSc3nc4[nH]c(=O)n(C)c(=O)c4[nH]3)cc2)cc1OC` is entered as 94
SF-295 with `Cc1nc(N)sc1Sc1nc2ccc(Cl)cc2c(=O)n1Cc1ccccc1` is entered as 93

Remaining list, next part
SMILES	SF-268	HCC-2998	SNB-19	U251	SF-539	KM12	SF-295	HCT-116	SNB-75
COC(=O)[C@@H]1[C@H]2C[C@H]3c4[nH]c5cc(OC)ccc5c4CCN3C[C@@H]2C[C@H](OC(=O)/C=C/c2ccnc(OC)c2)[C@H]1OC	84	105	87	78	90	99	/	73	53
CC(=O)Nc1cc2c3c(cccc3c1)-c1ccccc1-2	39	88	91	75	40	51	93	96	60
C#CCOC(=O)C(N)CS (centres undefined)	96	107	100	101	87	102	97	101	82
CCCCCCC/C=C/[C@H]1O[C@]23C(=O)C[C@@]4(C[C@@H](OC5OC(CO)C(O)C(O)C5O)C[C@@H]4[C@H]2C=C1C)OC3=O (some centres undefined)	48	31	21	-3.0*	-14*	29	59	1.7*	71
CCOC(=O)C1=C(C)N2C(=NC3=C(CCCC/C3=C\c3cc(OC)c(OC)c(OC)c3)C2c2cc(OC)c(OC)c(OC)c2)S1 (centres undefined)	81	85	/	68	80	67	57	68	89
Cc1ccc(CN2CC(C(=O)OCC(=O)NC(=O)C3COc4ccccc4O3)CC2=O)cc1 (centres undefined)	118	/	100	103	96	107	106	98	62
Cc1ccc(S(=O)(=O)/C(=N\O)C(=O)c2ccc3ccccc3c2)cc1	102	98	99	/	106	105	106	101	90
CCc1cccc2[nH]c3cc([N+](=O)[O-])ccc3c12	80	98	92	83	91	97	107	99	92
CCCn1nc(C(=O)N2CCCCC2)c2c1CCC(Nc1ccc(Oc3ccccc3)cc1)C2 (centres undefined)	94	114	85	94	102	110	80	86	90
O=C(Oc1ccccc1)c1ccccc1O	102	95	93	97	96	/	95	90	90
Clc1ccccc1C1=NN(c2ccc(-c3ccccc3)nn2)C(c2ccccc2)C1 (centres undefined)	93	103	94	90	94	94	102	81	89
CC/C(=C(\CC)c1ccc(O)c(CN(CC)CC)c1)c1ccc(O)c(CN(CC)CC)c1	85	82	100	75	89	90	83	53	79
CCOC(=O)C1=C(CCl)NC(=O)NC1c1ccc2c(c1)OCO2 (centres undefined)	67	83	64	18	16	84	71	8.6*	78
CCC(CC)NCCOC(=O)c1ccccc1	102&100	99&103	106&110	100&104	104&101	117&103	118&100	106&106	92&96
Cc1c(NCc2nnc3n(Cc4ccccc4)c(=O)c4c5c(sc4n23)CCCC5)c(=O)n(-c2ccccc2)n1C	74	/	80	98	103	99	67	88	98
O=c1[nH]c(NCCO)nc2[nH]ncc12	106	80	109	103	102	108	111	102	89
N=C(N)c1ccc(-c2ccc(-c3ccccc3)o2)nc1	91	27	83	84	92	/	81	77	38
c1ccc2nc(Cn3c[n+](Cc4ccc5ccccc5n4)c4ccccc43)ccc2c1	55	33	30	34	42	22	55	18	41
CN(C)/C(N)=N/N=C(c1ccccn1)c1ccccn1	79	105	101	98	102	95	105	87	110
O=C(CSc1nc2ccccc2[nH]1)c1cc2cc(Br)ccc2o1	101	109	101	107	104	107	98	98	/

Some entries already given, reduced to SF-539:
mol,SF-539
CN(C)/C(N)=N/N=C(c1ccccn1)c1ccccn1,102
O=c1[nH]c(NCCO)nc2[nH]ncc12,102
Cc1c(NCc2nnc3n(Cc4ccccc4)c(=O)c4c5c(sc4n23)CCCC5)c(=O)n(-c2ccccc2)n1C,103
CCCCCCC/C=C/[C@H]1O[C@]23C(=O)C[C@@]4(C[C@@H](OC5OC(CO)C(O)C(O)C5O)C[C@@H]4[C@H]2C=C1C)OC3=O (some centres undefined),-14*

Record cards (already shown). Screens in order: SF-268 | HCC-2998 | SNB-19 | U251 | SF-539 | KM12 | SF-295 | HCT-116 | SNB-75
Entry for O=C(Oc1ccccc1)c1ccccc1O → 102 | 95 | 93 | 97 | 96 | / | 95 | 90 | 90
Entry for O=c1[nH]c(NCCO)nc2[nH]ncc12 → 106 | 80 | 109 | 103 | 102 | 108 | 111 | 102 | 89

Next part:
SMILES	SF-268	HCC-2998	SNB-19	U251	SF-539	KM12	SF-295	HCT-116	SNB-75
COc1cc(/C=C/C(=O)O)cc(OC)c1OC	101	116	108	98	99	109	96	109	95
O=C(CN(C(=O)c1ccccc1)C(=O)c1ccccc1)OCc1ccccc1	105	111	102	89	99	112	103	98	78
CC1(C)C=C2[C@H]3CC[C@@H]4[C@@]5(C)CCCNC(C)(C)[C@@H]5CC[C@@]4(C)[C@]3(C)CC[C@@]2(CO)CC1	102	109	98	98	98	107	100	103	100
C/C(=N/O)c1ccc(N2C(=O)c3ccc(C(=O)O)cc3C2=O)cc1	103	92	96	99	102	101	99	107	89
Cc1ccsc1[C@@H]1C[C@H](O)Cc2ccccc2N1	106	101	112	97	84	97	99	119	96
C/C(=N\N=C\c1ccc(Cl)cc1)c1nnn(-c2ccc(Cl)cc2)c1C	103	101	101	102	100	105	89	104	86
CCCCOC(=O)C(N)Cc1c[nH]c2ccccc12 (centres undefined)	94	82	97	97	99	99	96	82	83
